Screening results (PubChem BioAssay)
DDE Tn7 FP inh = disrupts Tn7 cyclic peptide binding to fibrin D-Dimer-E complex. P02675. FP displacement of FITC-Tn7 peptide from fibrin DD(E); 0% = median of compound wells per plate. inhibition, % at 8.3 µM. 370,000 compounds, 0.13% hits;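 active means inhibition above the mean of compounds falling within the control limits plus 3 SD of them, cut at about 14% in these data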;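 further: 0% = plate median of compound wells and 100% = 10 µM Aha-Tn7 peptide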
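Test system – human fibrin DD(E) · Times – 10 min preincubation, 3 h with tracer, room temperature · Detection – fluorescence polarization of the labelled Tn7 tracer · Measure – percent inhibition normalized to high-control wells · Benchmarks – high control wells with 10 µM unlabelled Aha-Tn7 peptide (full inhibition) · Repeats – singlicate testing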
ASAP1 GAP inh = inhibitors of human ASAP1 ArfGAP activity | 360,000 compounds, 0.19% hits | ASAP1-stimulated ARF1 GTP hydrolysis, GDP FP detection | Q9ULH1 | inhibition, % at 16.5 µM; in the data active means inhibition above about 25%;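 further: 0% = vehicle with enzyme and substrate and 100% = no enzyme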
proKLK7 act = proKLK7 (human) activation, primary screen. purified proKLK7, EDANS-DABCYL substrate fluorescence; 100% is mature enzyme control, 0% vehicle. AID 652039. P49862. activation, % at 7 µM. 370,000 compounds, 0.9% hits;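 active means activation above the mean of all tested compounds plus 3 SD, computed per campaign excluding outliers beyond control limits, cut at about 13% in these data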
DDE Tn6 FP inh = DD(E)-Tn6 binding inhibition, primary FP screen; AID 720509; P02675; 370,000 compounds, 0.21% hits; Fibrin DD(E) TRITC-Tn6 fluorescence polarization displacement; inhibition, % at 8.3 µM;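 active means inhibition above a per-campaign cutoff: mean of compounds within control limits plus 3 SD, cut at about 15% in these data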;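 further: 0% = median of all compound wells on the plate and 100% = blocking peptide control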
ARFGAP1 inhibitor = inhibitors of rat ARFGAP1; Arfgap1-stimulated ARF1 GTP hydrolysis, GDP FP detection; inhibition, % at 16.5 µM; 360,000 compounds, 0.26% hits; Q62848;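 active means inhibition above a per-plate limit, mean inhibition of low control wells plus 3 SD, cut at about 25% in these data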;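 further: 0% = DMSO wells with enzyme and 100% = wells lacking Arfgap1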
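Assay system: purified rat His6-Arfgap1 residues 1-136 (GAP domain); Reagent: human Δ17 ARF1 bound to GTP; Dosing: 16.5 µM single point, 1.26% DMSO; Times: GTP hydrolysis reaction 2 h at 25 °C; Signal: FP, GDP Alexa 633 tracer displaced from anti-GDP antibody, 620/688 nm; Measure: % inhibition from polarization.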
ADAM17 inh = inhibitors of human ADAM17 | P78536 | recombinant ADAM17, EDANS/DABCYL FRET peptide cleavage | inhibition, % at 6.95 µM | 370,000 compounds, 0.83% hits | AID 720648;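 active means inhibition above the mean of compounds lying between control limits plus 3 SD, set per campaign, cut at about 8.5% in these data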;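 further: 0% = DMSO-only wells as the low control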
PLC-beta3 inh = PLC-beta3 (human) inhibition, primary screen; inhibition, % at 12.2 µM; Purified PLC-beta3, fluorogenic substrate, fluorescence; 370,000 compounds, 0.18% hits; AID 720704; Q01970; in the data active means inhibition above about 11%;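 further: 0% = median of compound wells on plate and 100% = full blocker control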
Target sequence (Q01970 whole entry, looked up): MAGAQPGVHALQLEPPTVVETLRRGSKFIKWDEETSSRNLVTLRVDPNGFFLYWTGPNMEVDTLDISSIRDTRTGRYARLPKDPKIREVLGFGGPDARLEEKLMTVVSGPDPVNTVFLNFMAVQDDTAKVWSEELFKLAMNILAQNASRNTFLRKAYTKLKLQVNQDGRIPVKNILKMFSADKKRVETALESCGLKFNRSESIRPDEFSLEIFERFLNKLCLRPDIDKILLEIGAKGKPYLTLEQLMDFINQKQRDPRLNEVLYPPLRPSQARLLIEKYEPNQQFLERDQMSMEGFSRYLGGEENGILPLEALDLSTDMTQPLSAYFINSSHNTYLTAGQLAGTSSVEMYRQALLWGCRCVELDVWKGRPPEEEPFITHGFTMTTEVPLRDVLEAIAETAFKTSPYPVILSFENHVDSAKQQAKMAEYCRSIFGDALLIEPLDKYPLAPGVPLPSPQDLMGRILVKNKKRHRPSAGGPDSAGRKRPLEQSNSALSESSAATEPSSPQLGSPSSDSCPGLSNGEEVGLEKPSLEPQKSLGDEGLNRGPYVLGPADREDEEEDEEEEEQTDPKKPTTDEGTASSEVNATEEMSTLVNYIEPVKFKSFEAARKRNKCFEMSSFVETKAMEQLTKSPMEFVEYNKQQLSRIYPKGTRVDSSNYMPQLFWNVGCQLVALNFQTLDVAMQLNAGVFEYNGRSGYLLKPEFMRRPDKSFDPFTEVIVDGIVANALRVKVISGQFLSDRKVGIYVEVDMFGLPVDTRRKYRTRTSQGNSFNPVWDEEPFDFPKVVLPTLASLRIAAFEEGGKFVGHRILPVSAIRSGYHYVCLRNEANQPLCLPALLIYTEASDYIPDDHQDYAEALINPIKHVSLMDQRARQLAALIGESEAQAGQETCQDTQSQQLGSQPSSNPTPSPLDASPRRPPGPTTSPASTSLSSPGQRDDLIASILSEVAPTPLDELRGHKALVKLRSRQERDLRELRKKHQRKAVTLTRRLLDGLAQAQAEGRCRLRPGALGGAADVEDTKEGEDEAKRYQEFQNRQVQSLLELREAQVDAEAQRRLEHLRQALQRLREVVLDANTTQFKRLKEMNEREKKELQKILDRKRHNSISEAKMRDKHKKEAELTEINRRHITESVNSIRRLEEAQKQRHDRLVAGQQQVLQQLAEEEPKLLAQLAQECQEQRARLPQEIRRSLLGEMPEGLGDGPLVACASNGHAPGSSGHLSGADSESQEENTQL
PLC-gamma1 inh = blocks human PLC-gamma1 enzyme activity | inhibition, % at 12.2 µM | AID 720700 | purified PLC-gamma1, fluorogenic substrate, fluorescence | P19174 | 370,000 compounds, 0.84% hits; in the data active means inhibition above about 9.5%
UHRF1 MBD2 ctr = blocks human UHRF1 binding to methylated DNA; UHRF1 binding to methylated oligo, TR-FRET; inhibition, % at 4.4 µM; 370,000 compounds, 0.75% hits; in the data active means inhibition above about 21%;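 further: UHRF1 SRA domain binding a hemimethylated CpG hairpin DNA probe; 0% = median of test compound wells and 100% = reference inhibitor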
MBD2 DNA inh = inhibitors of human MBD2 binding to methylated oligonucleotide; AID 686964; 370,000 compounds, 0.31% hits; inhibition, % at 4.4 µM; Q9UBB5; TR-FRET; in the data active means inhibition above about 13%
The depositor's hits bear a star; nt = no result given.

SMILES	DDE Tn7 FP inh	ASAP1 GAP inh	proKLK7 act	DDE Tn6 FP inh	ARFGAP1 inhibitor	ADAM17 inh	PLC-beta3 inh	PLC-gamma1 inh	UHRF1 MBD2 ctr	MBD2 DNA inh
CCCCCn1c(CNC(=O)c2cccs2)nc2ccccc21	-5	2	1.0	0	1	4	3	3	-1	-4
CCCC1=Nc2cc(C(=O)NCCCOCC)ccc2Sc2ccccc21	3	-13	-0.3	15	-1	0	2	1	0	-4
COc1ccc(N2CCN(CCCNC(=S)Nc3c(C)cccc3C)CC2)cc1	3	-1	0.5	-1	-12	-6	-3	-1	8	4
COc1cccc(C(=O)N2CCC[C@@H]2C(=O)N2CCC[C@H]2C(=O)NCc2ccncc2)c1	1	7	0.1	4	11	3	6	1	4	-4
CCc1cccc(OCC(=O)Nc2cc(S(=O)(=O)N3CCOCC3)ccc2N2CCCC2)c1	2	-7	0.2	1	3	1	-7	1	-2	3
COc1ccc(NS(=O)(=O)c2cc(N/C(=N\S(=O)(=O)c3ccccc3)c3ccc(F)cc3)ccc2Cl)cc1	1	-2	0.4	-11	3	5	3	1	-3	-4
C[C@@H](NS(=O)(=O)c1ccc(Br)cc1F)[C@@H](O)c1ccccc1	1	-3	-0.2	-5	-5	5	-1	5	4	-1
CN(CC(=O)Nc1ccc2c(c1)CCC2)CC(=O)Nc1ccccc1Br	2	0	-0.2	3	2	-1	2	1	-6	2
C=CCNc1ncnc2c1ncn2[C@H]1CN(C2CCCC2)C[C@@H](CO)O1	-4	-12	0.4	-4	-3	-2	4	-1	4	0
COc1ccc(-c2nc(CN3CCC(C(=O)NC4CCCC4)CC3)c(C)o2)cc1OC	-3	-5	0.8	-7	-6	0	-6	5	3	-3
COc1ccc(OC)c(NC(=O)COC(=O)CCCN=C2NS(=O)(=O)c3ccccc32)c1	-1	0	-0.5	-2	9	8	-1	0	2	-3
Cc1onc(-c2ccccc2)c1C(=O)Nc1cc(C(F)(F)F)ccc1N1CCOCC1	-2	-2	-0.5	-2	5	2	0	1	0	4
Cc1cc(C)c(S(=O)(=O)NC2CCN(Cc3ccccc3)CC2)c(C)c1	-2	5	0.8	-1	3	-1	-4	3	-1	-5
O=C(NCCN1CCOCC1)c1cc2sccc2n1Cc1ccc(Cl)cc1	2	-1	-0.1	-8	-5	-1	-1	0	-2	5
CSc1ccc(NC(=O)Nc2cc(C)ccn2)cc1	-3	-6	1.1	-5	11	-2	-6	6	3	-3
N#Cc1cccc(C(=O)OCC(=O)NC(=O)NC2CCCCC2)c1	3	15	-0.2	2	3	-2	-8	-4	5	2
CCOC(=O)C(Cc1ccc(NC(=O)/C(=C\c2ccccc2)NC(=O)c2ccccc2)cc1)N1C(=O)c2ccccc2C1=O (configuration not stated)	-3	4	-3.4	-1	5	-1	-12	-11	3	-3
Cc1cccc2cc(CN(Cc3ccco3)C(=O)NC3CCCCC3)c(=O)[nH]c12	-2	-1	0.7	0	4	-9	-2	-1	-6	-4
CC1(C(=O)NS(=O)(=O)c2ccc(C#N)cc2)CCN1C(=O)C1(c2ccccc2)CCCC1 (configuration not stated)	4	21	-0.2	-2	1	2	2	3	-1	-6
COc1cc(C2C3=C(COC3=O)Oc3cc4c(cc32)OCO4)ccc1OC(C)=O (configuration not stated)	-4	6	-0.3	1	-6	0	3	-2	3	2
O=C(NCc1ccccc1)C(=O)NCC1OCCN1S(=O)(=O)c1ccc2c(c1)OCCO2 (configuration not stated)	11	-8	0.4	0	-16	-5	2	1	-1	-5
CC1(C(=O)NCC2CCCO2)Oc2cccnc2NC1=O (configuration not stated)	4	-3	-0.1	3	-2	-4	-1	-3	2	4
Cc1cc(NC(=O)CCC(=O)N(Cc2ccco2)C(C(=O)NC2CCCCC2)c2cccs2)no1 (configuration not stated)	5	-6	0.2	7	7	-1	-8	-1	5	2
Cc1ccc(NC(=O)CN(C)C(=O)c2cccc(S(=O)(=O)N3CCc4ccccc4C3)c2)cc1	-4	4	-0.3	-4	-2	-1	4	0	1	-1
COc1cc(NC(=O)c2ccc(NC3=NC4CS(=O)(=O)CC4S3)cc2)cc(OC)c1 (configuration not stated)	-2	-3	-0.2	-4	2	0	0	1	-3	-2
CCOc1ccc(N(CC(=O)NC2CCCC2)C(=O)CCC(=O)Nc2ccccn2)cc1	-5	-5	1.1	-12	-2	-2	1	1	0	-4
Cc1ccccc1-n1c(C)nnc1SCC(=O)N1CC(=O)Nc2ccccc21	-3	-10	-0.3	0	7	-9	-5	-4	8	9
Cc1ccc(S(=O)(=O)N(Cc2cc3cccc(C)c3[nH]c2=O)c2ccccc2)cc1	-7	11	-0.6	0	-9	-1	3	-1	1	-1
Nc1nc(/C=C/c2ccc(F)cc2)nc(-c2ccccc2O)n1	5	8	-0.4	1	4	1	1	-1	-1	3
Cc1ccccc1CNC(=O)c1cccc2c1C(=O)N(Cc1cccnc1)C2	3	nt	0.0	-9	nt	-4	4	3	3	10
Cc1c(Cl)cccc1N1C(=O)CC(N(O)c2ccccc2)C1=O (configuration not stated)	-3	-2	759*	7	3	-6	-5	-3	-1	4
COc1ccc(OCC(O)Cn2c(N3CCCCC3)nc3c2c(=O)n(C)c(=O)n3C)cc1 (configuration not stated)	-7	-13	-0.4	4	-15	-1	-6	1	1	-4
S=C(NCCc1ccccc1)N1CCc2ccccc2C1	3	-1	0.1	-2	2	2	0	0	2	1
O=C(NCC1CCCO1)c1ccc(Oc2ccc([N+](=O)[O-])cc2Cl)cc1 (configuration not stated)	-3	1	0.7	0	7	-3	-1	-1	1	3
c1ccc(-c2ccccc2OCCCN2CCCC2)cc1	-1	-10	-1.3	-2	2	-9	-4	2	8	8
O=c1cc(-c2ccccc2)nc2nc(SCc3ccccc3)[nH]n12	-2	0	-0.3	0	4	-2	-8	-4	3	5
COc1ccc(C(=O)OCC(=O)N2CCc3ccccc3C2)cc1OC	5	7	-0.1	1	-11	-4	2	1	0	4
O=c1cc2c(nn1Cc1c(Cl)cccc1Cl)-c1ccccc1CC2	-3	-19	-1.9	0	-9	-5	-9	-7	1	5
Nc1nc2c(ncn2[C@@H]2O[C@H](CNS(=O)(=O)C3CC3)[C@@H](O)[C@H]2O)c(=O)[nH]1	10	-5	-0.8	8	-7	-3	-3	1	2	2
COc1cccc(Nc2nc(-c3ccccc3)nc3ccccc23)c1	6	-13	-3.3	-16	13	-24	-396	-286	1	1
COc1ccc(-c2nnc(SCC(=O)c3cccs3)o2)cc1	1	-5	-0.2	5	-3	-1	-8	-7	2	0
COc1c(Cl)cc(C(=O)Nc2ccccc2-c2ccccc2)cc1Cl	-11	-2	0.7	0	4	5	3	-2	0	0
CCOC(=O)C(NC(=O)c1ccccc1Cl)(Nc1sc2c(c1C(N)=O)CCC2)C(F)(F)F (configuration not stated)	5	-7	0.0	2	16	-7	-10	-6	3	2
CO/N=C/C(C#N)=C/c1cc(C(=O)c2ccc(F)cc2)cn1C	-1	-9	0.2	-4	-10	-1	0	-3	-2	-3
CC1=NN(c2ccccc2)C(=O)C1N=Nc1ccc(N)cc1 (configuration not stated)	1	1	-0.2	0	9	-7	-3	-2	-7	-5
CC1(C)CC(NC(=O)C(c2ccccc2)c2ccccc2)CC(C)(C)N1	1	-13	0.3	-6	3	-5	-9	0	1	0
O=C(CCc1ccc(S(=O)(=O)NC2CCCCC2)cc1)N(Cc1ccccc1)Cc1ccccc1	3	4	-0.3	9	-14	7	-11	1	1	-6
C=CCO[C@H]1CN(C(=O)OC)[C@@H](c2ccccc2Br)C[C@H]1OCC=C	-1	-10	0.8	9	6	-6	4	1	0	0
CN(CCO)c1cccc2c1S(=O)(=O)N(Cc1cn(Cc3cccc(C(F)(F)F)c3)nn1)Cc1ccccc1O2	2	nt	0.0	-3	nt	1	-17	-13	0	-1
CCN(CC(=O)Nc1ccccc1C(=O)Nc1ccccc1)Cc1nc2ccccc2c(=O)[nH]1	5	-4	-0.7	1	-2	-2	-6	0	0	-1
O=C(ON=C1CCSCC1)c1ccccc1	5	-1	0.1	11	5	-3	3	2	-2	-6
CC1(C)CC(=O)C(C2c3ccccc3S(=O)(=O)c3ccccc32)C(=O)C1	2	-4	0.5	-4	12	-5	-7	1	6	-2
CCOc1ccc(CCN2C(=O)C(=O)N([C@@H](Cc3ccc(O)cc3)CN3CCC[C@H]3CN3C(=O)C(=O)NC[C@@H]3Cc3ccc(O)cc3)C[C@@H]2Cc2ccccc2)cc1	-4	-2	0.8	1	-2	-3	4	2	4	-2
C=CCn1c(C)cc(C(=O)COC(=O)/C=C/c2c(C)nn(C3CCS(=O)(=O)C3)c2Cl)c1C (configuration not stated)	1	2	1.1	-1	6	0	-8	4	-2	-3
CN(C)c1ccc(N=Nc2nccs2)cc1	-3	-2	0.2	0	-8	0	5	1	-32	-23
O=C(COC(=O)c1cccc([N+](=O)[O-])c1)NCc1cccs1	-2	-5	0.3	0	-6	0	-2	0	1	-2
COc1ccc(C(=O)n2cnc3ccccc32)cc1Br	-10	4	-0.5	1	6	0	-4	3	2	-1
CCn1ccc(C(=O)Nc2ccc(Cl)cn2)n1	8	4	0.2	0	-9	-1	3	2	0	-5
COC(=O)C1=C(O)C2(C(=O)O)CC(C(=O)OC)=C(O)C(C(=O)O)(C1)C2	-4	1	0.4	6	-10	-3	6	2	-1	-1
C#CCNc1cccc2c1S(=O)(=O)N[C@H](C)CO2	0	0	0.2	5	3	-4	-5	-6	19	8
N#C/C(=C\c1cn(Cc2ccccc2F)c2ccccc12)C(=O)NCc1ccco1	5	-12	-9.6	4	16	1	-2	-3	3	-1
N#Cc1c(-c2cccs2)cc(-c2cccs2)[nH]c1=O	-7	4	0.2	-1	-4	-58	-66	-45	11	-8

Single records, from the list above. Order of screens: DDE Tn7 FP inh, ASAP1 GAP inh, proKLK7 act, DDE Tn6 FP inh, ARFGAP1 inhibitor, ADAM17 inh, PLC-beta3 inh, PLC-gamma1 inh, UHRF1 MBD2 ctr, MBD2 DNA inh
Record of `CCOc1ccc(CCN2C(=O)C(=O)N([C@@H](Cc3ccc(O)cc3)CN3CCC[C@H]3CN3C(=O)C(=O)NC[C@@H]3Cc3ccc(O)cc3)C[C@@H]2Cc2ccccc2)cc1` = -4, -2, 0.8, 1, -2, -3, 4, 2, 4, -2
Record of `COC(=O)C1=C(O)C2(C(=O)O)CC(C(=O)OC)=C(O)C(C(=O)O)(C1)C2` = -4, 1, 0.4, 6, -10, -3, 6, 2, -1, -1
Record of `COc1ccc(C(=O)n2cnc3ccccc32)cc1Br` = -10, 4, -0.5, 1, 6, 0, -4, 3, 2, -1
Record of `O=C(ON=C1CCSCC1)c1ccccc1` = 5, -1, 0.1, 11, 5, -3, 3, 2, -2, -6
Record of `N#Cc1c(-c2cccs2)cc(-c2cccs2)[nH]c1=O` = -7, 4, 0.2, -1, -4, -58, -66, -45, 11, -8
